IDE inh = cellular human IDE inhibition; P14735; HEK cells, FAbetaB cleavage, fluorescence polarization; inhibition, % at 5.59 µM; 0.41% of 320,000 active;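 active = percent inhibition above the average of all tested compounds plus 3 SD, set per screening campaign, cut at about 16% in these data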;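 note: IDE supplied by intact live HEK cells; FP after avidin binding of uncleaved biotin substrate so inhibition keeps polarization high; 0% = DMSO wells and 100% = 60 µM reference IDE inhibitor Ii1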
MEKK3 PB1 HTS = raises or lowers MEK5 binding to the human MEKK3 PB1 domain. bead-based flow cytometry, Alexa488-MEK5 binding to MEKK3; actives lie on both sides; 0 = blocked by unlabeled MEK5, 100 = vehicle. 1.4% of 290,000 active. binding response (% of control), % at 10 µM. AID 1529;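 active = binding response more than 3 SD above or below the average of its plate-row segment, actives on both sides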;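 note: Alexa488 bead fluorescence after subtracting the streptavidin-only scavenger bead signal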
IDE act = IDE (human) activation, cell-based | HEK cells, FAbeta-B cleavage, fluorescence polarization; 0% vehicle, 100% cell-free pure enzyme wells | activation, % at 5.96 µM | P14735 | 0.073% of 340,000 active | AID 493087;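 active = activation above the mean of all tested compounds plus 3 SD, set per screening campaign, cut at about 17% in these data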
CHRM4 PAM = potentiates acetylcholine response at human M4 receptor; P08173; CHO-K1 hM4/Gqi5, Fluo-8 calcium fluorescence, ACh EC20; 0% = ACh EC20, 100% = maximal ACh; activation, % at 3 µM; 0.4% of 360,000 active; AID 624126;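 active = activation above its plate's cutoff, the mean activation of sample wells plus 3 SD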; note: some results filed as inactive read as strong as hits
Target sequence (P08173 whole entry, looked up): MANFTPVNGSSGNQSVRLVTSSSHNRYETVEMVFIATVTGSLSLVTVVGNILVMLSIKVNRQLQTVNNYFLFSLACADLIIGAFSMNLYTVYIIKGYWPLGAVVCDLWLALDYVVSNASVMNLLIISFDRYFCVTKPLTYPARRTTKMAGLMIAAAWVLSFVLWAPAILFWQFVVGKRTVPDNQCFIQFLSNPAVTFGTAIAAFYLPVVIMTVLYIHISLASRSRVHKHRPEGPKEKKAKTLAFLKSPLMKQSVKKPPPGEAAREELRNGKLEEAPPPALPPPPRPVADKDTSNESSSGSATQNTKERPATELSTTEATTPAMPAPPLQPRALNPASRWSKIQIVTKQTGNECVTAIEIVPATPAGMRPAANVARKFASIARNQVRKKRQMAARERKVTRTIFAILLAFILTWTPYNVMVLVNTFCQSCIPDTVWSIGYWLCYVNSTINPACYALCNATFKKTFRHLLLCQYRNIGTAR
pCIP destab = compounds decreasing mouse p/CIP protein stability; F442A p/CIP-EGFP cells, EGFP fluorescence, 16 h; decrease of EGFP signal, % at 10 µM; 0.01% of 290,000 active; AID 1984;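 active = EGFP signal decrease of at least 30% at 10 µM or well 3 SD below plate mean, unless failing retest; inactive = the rest, including hits failing retest or dose response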; note: some compounds called inactive have numbers as strong as hits; many of its hits are not listed in these tables
PHOSPHO1 block = blocks human PHOSPHO1 phosphatase activity; inhibition, % at 13.3 µM; Q8TCT1; recombinant PHOSPHO1, absorbance phosphatase assay; 1.1% of 290,000 active; in the data active = inhibition above about 60%
Target sequence (Q8TCT1 whole entry, looked up): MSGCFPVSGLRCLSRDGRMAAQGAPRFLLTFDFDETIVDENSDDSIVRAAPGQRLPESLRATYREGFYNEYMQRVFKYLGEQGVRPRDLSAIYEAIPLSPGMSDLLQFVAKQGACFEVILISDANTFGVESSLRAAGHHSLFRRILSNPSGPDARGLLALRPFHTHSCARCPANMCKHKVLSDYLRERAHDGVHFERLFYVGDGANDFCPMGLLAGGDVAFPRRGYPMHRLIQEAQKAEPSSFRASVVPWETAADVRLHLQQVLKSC
CRFBP-R2 block = blocks CRF-induced signaling of the CRF-BP/CRF-R2 complex; 0.59% of 350,000 active; AID 588475; HEK293 CRF-R2/CRF-BP, CRF-induced calcium fluorescence; inhibition, % at 11.8 µM;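 active = inhibition of the ligand-induced calcium signal above about 50% at the single tested concentration, limit read from the data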
GalR3 antag = human GalR3 antagonism. O60755. HEK293 GalR3-CNG cAMP membrane potential fluorescence; galR3 body fused to GalR1 C-terminus. inhibition, % at 3 µM. 0.44% of 360,000 active. AID 651719;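 active = inhibition above the screen-wide average plus 3 SD, cut at about 13% in these data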;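 note: forskolin and galanin both at EC90 stimulate the cells; cAMP rise reported by CNG channel membrane potential dye signal; 0% = forskolin plus galanin with DMSO and 100% = forskolin alone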
CRFR2-BP ag = agonists of human CRF-binding protein/CRF-R2 receptor complex. HEK293 CRF-R2/CRF-BP, calcium dye fluorescence (FLIPR); percent of saturating CRF peptide response. activation, % at 13.2 µM. 0.46% of 350,000 active. AID 588473;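 active = activation of at least 50%, plus an integration ratio under a set limit after plate pattern correction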;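 note: plate controls were neutral control wells without compound for no effect and CRF at EC100 for full effect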
* hit, by the source's call; / = no result given; [ ] = dose if it differs, or a comment.

IDE inh	MEKK3 PB1 HTS	IDE act	CHRM4 PAM	pCIP destab	PHOSPHO1 block	CRFBP-R2 block	GalR3 antag	CRFR2-BP ag	SMILES
3	102	1	-4	-18	27	-4	-6	-0.8	CCOC(=O)NC(=S)Nc1ccc(C(C)(C)C)cc1
-6	86	3	5	-4	3	14	-5	0.8	Cc1noc(C)c1NC(=O)NCCN1CCN(Cc2ccccc2)CC1
0	101	-1	-3	-1	46	-4	-1	-1.1	O=C(CSc1nnc(CNC(=O)c2ccccc2)o1)NCc1ccccc1Cl
5	100	-4	17	-7	19	-11	2	0.3	COc1ccc2c(C)cc(SCC(=O)Nc3c(C)n(C)n(-c4ccccc4)c3=O)nc2c1
-4	98	-3	0	8	2	-3	-4	0.7	CC(=O)Oc1ccc(S(=O)(=O)c2ccc(OC(C)=O)cc2)cc1
/	/	-6	-11	/	/	5	-3	-0.4	CC(C)C(=O)Nc1cccc(COc2ccccc2CN(Cc2ccccc2)C(=O)OC(C)(C)C)c1
0	102	-6	7	-2	-2	13	/	-1.4	COc1ccc(-c2oc3cccnc3c2C#CCO)cc1
2	87	5	3	0	6	2	-3	0.6	Cc1cc2ccccc2nc1SCC(=O)N1c2ccccc2CC1C (centres undefined)
6	102	/	0	-7	40	5	-4	-1.3	Cc1c(-c2ccc(F)cc2)nc(N)c(C#N)c1-c1cccnc1
0	103	4	6	10	16	17	-5	-1.6	O=C(C/C=N\OCc1ccc(Cl)cc1Cl)Nc1ccccc1
-1	97	-2	17	9	-1	1	-5	1.1	CC1CN(C(=O)CSc2nnc(-c3ccccc3)o2)CC(C)O1 (centres undefined)
5	99	5	-1	15	3	4	-4	0.4	CC(NC(=O)C(Cc1ccccc1)NC(=O)c1ccccc1)C(=O)O (centres undefined)
0	97	-1	9	-18	44	10	-2	-2.3	COc1cc(C(=O)OCCCN2CCOCC2)ccc1O
-2	110	/	-2	4	0	58*	-1	1.2	O=C(c1cccc([N+](=O)[O-])c1)c1ccc2c(c1)OCCOCCOCCO2
-1	97	-4	3	-4	24	20	-4	-0.7	Cc1cc(=O)oc2c1c(C)nn2-c1nn[nH]n1
6	100	3	12	-11	-3	-3	-6	-0.2	CC(C)CSc1nc2ccccc2n1CC(=O)O
-2	101	0	7	-1	31	-2	-4	1.1	COc1cccc(NC(=S)N2c3ccccc3CC2C)c1 (centres undefined)
1	98	6	6	2	3	-10	-10	2.0	Cc1c(N)cc(C(=O)N2CCOCC2)cc1[N+](=O)[O-]
0	102	0	0	-8	19	28	-7	0.1	O=C(OCC#CCSc1nc2ccccc2s1)c1ccco1
0	/	-6	-1	/	/	12	/	-6.3	Cc1[nH]c2ccc(C(=O)OC(C)C(=O)N(C)c3ccccc3)cc2c1C (centres undefined)
-2	/	1	2	/	/	-9	-5	-0.6	Cc1cccc2sc(N(CCN3CCOCC3)C(=O)CCS(=O)(=O)c3ccccc3)nc12
/	/	4	0	/	/	16	-5	-3.1	COc1ccc(C(O)(c2ccccc2)C(C(=O)O)c2ccccc2)cc1 (centres undefined)
-3	92	-1	-2	-4	14	-40	-6	-3.8	Nc1c(C(=O)OCC2CCCO2)c2nc3ccccc3nc2n1C1CCCC1 (centres undefined)
3	105	4	1	2	34	-6	-3	-0.6	CC1CCc2cc(F)ccc2N1C(=O)c1cccs1 (centres undefined)

Pulled by structure from the entries so far:
IDE inh	MEKK3 PB1 HTS	IDE act	CHRM4 PAM	pCIP destab	PHOSPHO1 block	CRFBP-R2 block	GalR3 antag	CRFR2-BP ag	SMILES
-4	98	-3	0	8	2	-3	-4	0.7	CC(=O)Oc1ccc(S(=O)(=O)c2ccc(OC(C)=O)cc2)cc1
-1	97	-2	17	9	-1	1	-5	1.1	CC1CN(C(=O)CSc2nnc(-c3ccccc3)o2)CC(C)O1 (centres undefined)
-2	110	/	-2	4	0	58*	-1	1.2	O=C(c1cccc([N+](=O)[O-])c1)c1ccc2c(c1)OCCOCCOCCO2
-6	86	3	5	-4	3	14	-5	0.8	Cc1noc(C)c1NC(=O)NCCN1CCN(Cc2ccccc2)CC1
2	87	5	3	0	6	2	-3	0.6	Cc1cc2ccccc2nc1SCC(=O)N1c2ccccc2CC1C (centres undefined)

Further compounds:
IDE inh	MEKK3 PB1 HTS	IDE act	CHRM4 PAM	pCIP destab	PHOSPHO1 block	CRFBP-R2 block	GalR3 antag	CRFR2-BP ag	SMILES
2	102	0	4	-15	-4	25	2	6.5	NC(=O)CN1CCN(S(=O)(=O)c2ccc(Br)cc2)CC1
0	99	6	-6	-16	-25	-8	4	-1.3	Cc1cc(-c2nnc(SCC(=O)Nc3ccc(F)cc3)n2N)n[nH]1
3	97	5	-13	-14	4	11	-4	1.0	Cc1ccc(C)c(N(CC(=O)Nc2ccccc2C(=O)NCc2ccco2)S(=O)(=O)c2ccccc2)c1
-4	97	2	-6	-2	19	18	2	-3.4	CC(=O)Nc1ccc2nc(NC(=O)c3cccs3)sc2c1
0	103	2	4	8	33	-8	-2	-0.1	COc1ccc(-c2c(C#N)c(C)nc3c2C(=O)c2ccccc2-3)cc1
3	103	2	-3	-2	-2	-4	-4	-2.7	Cc1cc2c(c(SCC(=O)NCCc3ccccc3)n1)C(=O)OC2
-1	/	20*	4	/	/	-21	/	7.1	CCCCCCSc1cc(-c2nc3cnccn3c2NCCCC)ccc1OC
15	101	-4	2	11	-24	-5	-10	-1.7	CCc1sc(C(=O)Nc2cccc(C(C)=O)c2)cc1C
3	83	-2	1	-6	18	3	2	0.9	O=C(O)c1cccc(NC(=O)c2cccc(S(=O)(=O)N3CCc4ccccc4C3)c2)c1
6	/	-1	7	2	38	-6	-5	-1.8	COC(=O)C1=C(C)N=C2SC(C#N)=C(N)N2C1c1ccc(OC)cc1 (centres undefined)
8	85	-4	-21	-12	34	-2	-2	-4.7	COc1ccc(CCNC(=O)c2cc(-c3ccncc3)nc3c(Cl)cccc23)cc1OC
-1	99	5	2	-1	46	9	-6	1.5	COc1ccc2c(c1)sc(=N)n2CC(=O)Nc1cc(C)cc(C)c1
-1	108	0	0	-2	-2	2	-10	0.1	CS(=O)(=O)NCCSCc1ccco1
2	/	3	14	/	/	1	0	0.7	CCCOc1ccc(C=Nc2ccc(OC)c(S(=O)(=O)N3CCOCC3)c2)c(O)c1
2	101	5	10	-4	19	-2	-5	0.8	O=C(CN1CCOCC1)N1CCN(S(=O)(=O)c2ccccc2)C1c1ccccc1 (centres undefined)
-1	102	8	-3	-31	8	-10	-3	4.2	COc1ccc(NS(=O)(=O)c2ccc(OCC(=O)N3CCOCC3)cc2)cc1Cl
/	/	0	13	/	/	-4	-6	-2.5	Nc1cccc(C(=O)c2ccccc2C(=O)O)c1
9	94	7	-3	-12	44	8	0	0.0	O=C(CSc1nc2ncccc2[nH]1)NCc1ccco1
/	104	2	-1	0	-7	4	-10	-0.4	COc1cccc(CN2CC(C(=O)NCc3ccc(C)o3)CCC2=O)c1 (centres undefined)
6	104	-4	-6	-10	5	-6	-5	-1.5	C/C(=N\Nc1nc(Cl)c(Cl)cc1Cl)c1ccc(S(=O)(=O)NCc2ccco2)cc1
39*	79	-113	-17	-59	48	-71	/	145*	COc1ccc(OC)c(-c2c3cc(O)c(=O)cc-3oc3cc(O)c(O)cc23)c1
-3	111	-2	1	-6	1	-13	-4	0.3	CCOC(=O)Nc1sc(C)nc1-c1ccccc1
2	96	-3	-11	-11	30	15	-10	-4.6	Cc1ccc(CCS(=O)(=O)c2ccc(C(C)(C)C)cc2)cn1
3	106	-4	-1	-3	53	-46	-6	7.8	Cc1cc(C(=O)N/N=C/c2cc(Br)cc(Br)c2OC(=O)c2cccc(F)c2)n[nH]1

Five structures out of the list, ordered by molar mass, falling.
IDE inh	MEKK3 PB1 HTS	IDE act	CHRM4 PAM	pCIP destab	PHOSPHO1 block	CRFBP-R2 block	GalR3 antag	CRFR2-BP ag	SMILES
3	83	-2	1	-6	18	3	2	0.9	O=C(O)c1cccc(NC(=O)c2cccc(S(=O)(=O)N3CCc4ccccc4C3)c2)c1
2	/	3	14	/	/	1	0	0.7	CCCOc1ccc(C=Nc2ccc(OC)c(S(=O)(=O)N3CCOCC3)c2)c(O)c1
6	/	-1	7	2	38	-6	-5	-1.8	COC(=O)C1=C(C)N=C2SC(C#N)=C(N)N2C1c1ccc(OC)cc1 (centres undefined)
6	100	3	12	-11	-3	-3	-6	-0.2	CC(C)CSc1nc2ccccc2n1CC(=O)O
/	/	0	13	/	/	-4	-6	-2.5	Nc1cccc(C(=O)c2ccccc2C(=O)O)c1

Next section.
IDE inh	MEKK3 PB1 HTS	IDE act	CHRM4 PAM	pCIP destab	PHOSPHO1 block	CRFBP-R2 block	GalR3 antag	CRFR2-BP ag	SMILES
7	133*	-3	2	6	11	-5	0	0.8	COc1ccc(C(C)C)cc1S(=O)(=O)N1CCN(C)CC1
7	93	-3	-8	-23	77*	7	4	3.7	Cc1ccc(/C=C2\SC(=S)N(CC3CCCO3)C2=O)o1 (centres undefined)
1	111	4	-16	-12	-5	0	-1	1.6	Cc1ccc(C)n1-c1ccc(C(=O)NC2CCN(Cc3ccccc3)CC2)cc1
6	94	3	-4	-5	-15	32	-4	-0.5	COc1ccc(NC(=O)N(CCc2ccccc2)Cc2cc3c(C)cc(C)cc3[nH]c2=O)cc1
-4	/	0	7	/	/	4	-2	1.8	Cc1ccc(S(=O)(=O)NCCC(=O)Nc2ncccc2O)cc1C
1	99	3	-21	-3	24	18	/	-0.8	CCn1c(=O)c([N+](=O)[O-])c(Cl)c2ccccc21
-4	111	5	-2	2	-1	-12	0	1.1	CCn1nnnc1SCC(=O)Nc1nc2ccc(OC)cc2s1
7	100	2	2	-4	4	0	-10	0.7	O=C(COc1ccc2c(c1)OCO2)Nc1cccc(F)c1
1	91	-3	0	-10	0	5	-3	-0.8	Cc1ccc(/C=N/NC(=O)c2c(-c3ccccc3)noc2C)o1
-1	101	-5	8	-13	19	1	-5	-0.6	Cc1ccc(N2C(=O)CCC(C(=O)O)C2c2cccs2)cc1 (centres undefined)
6	97	-4	4	6	-3	-10	-6	1.2	COc1cccc(NC(=O)c2cc3c(=O)n4ccccc4nc3n(CC(C)C)c2=N)c1
-2	69*[inhibitor]	2	-3	-8	2	/	/	/	Cc1ccccc1NC(=O)c1nc2nccc(C)n2n1

Source: PubChem (several laboratories)
